# AmpC detergent: inhibitors of E. coli AmpC beta-lactamase with detergent; AID 485294; hit rate 0.041% among 370,000; AmpC hydrolysis of nitrocefin, absorbance 480 nm, 0.01% Triton; Potency, µM (doses to about 114 µM), for the others: at the top dose activity change, negative = inhibition, most hits filed as inhibitors; P00811;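 also: potency is read from the fitted curve at half-maximal effect; 0% = no-compound wells and -100% = no-enzyme wells; nearly all actives have a fitted effect of over 25% in size; some results filed as inactive show a strong effect at the top dose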
# Target sequence (P00811 whole entry, looked up): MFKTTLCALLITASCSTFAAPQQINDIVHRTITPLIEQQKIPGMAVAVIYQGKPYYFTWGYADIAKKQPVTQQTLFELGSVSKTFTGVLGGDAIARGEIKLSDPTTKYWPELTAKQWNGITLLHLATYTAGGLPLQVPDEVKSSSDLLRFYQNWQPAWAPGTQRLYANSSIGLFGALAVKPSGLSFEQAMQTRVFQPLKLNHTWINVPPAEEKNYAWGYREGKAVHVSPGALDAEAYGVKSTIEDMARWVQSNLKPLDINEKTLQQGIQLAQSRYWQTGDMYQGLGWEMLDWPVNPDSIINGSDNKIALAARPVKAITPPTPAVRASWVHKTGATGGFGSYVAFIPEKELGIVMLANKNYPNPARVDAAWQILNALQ
#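 20 mM phosphate pH 7.0 + 0.01% (detergent screen) or 0.0001% Triton X-100; 5.3 nM AmpC reagent; cpd preinc 15 min RT; nitrocefin (800 uM stock) to start; A480 q20 s × 4 min; Activity was normalised to no-enzyme and no-compound control wells.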
# HCV inh: inhibitors of hepatitis C virus infection. hit rate 3.4% among 340,000. Huh7.5.1 HCVcc-Cre infection, luciferase reporter, 44 h. Potency, µM (top dose mostly 41.8 µM), without a hit: at the highest dose activity change, negative = inhibition, actives largely listed as inhibitors; also: potency is read from the fitted curve at half-maximal effect
#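 Seed cells (1,000/well) for 4 h; treat with compound and infect with HCVcc-Cre, moi about 0.5. Incubate 44 h, then detect luciferase activity.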
# Giardia FBPA inh: blocks Giardia fructose-bisphosphate aldolase activity. A8B2U2. purified Giardia FBPA. Potency, µM (doses to about 59.6 µM), for inactives: at the highest dose activity, negative = inhibition, hits mostly inhibitors. hit rate 0.71% among 290,000. AID 2451; also: potency is read from the fitted curve at half-maximal effect; nearly all actives have a fitted effect of over 55% in size
# Target sequence (A8B2U2 whole entry, looked up): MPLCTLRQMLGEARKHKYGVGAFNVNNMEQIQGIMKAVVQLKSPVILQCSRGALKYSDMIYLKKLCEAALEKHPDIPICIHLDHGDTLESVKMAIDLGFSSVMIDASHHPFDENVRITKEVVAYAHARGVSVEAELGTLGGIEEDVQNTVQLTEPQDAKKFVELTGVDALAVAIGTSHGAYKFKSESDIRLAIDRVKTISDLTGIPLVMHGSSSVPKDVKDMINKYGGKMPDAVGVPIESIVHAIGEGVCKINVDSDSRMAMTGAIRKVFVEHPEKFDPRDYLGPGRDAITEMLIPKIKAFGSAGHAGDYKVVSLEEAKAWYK
#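 Giardia FBPA (40 nM reagent) was preincubated 10 min at RT with compound (up to 57.5 uM final), then substrate plus GAPDH/TPI/NAD/arsenate coupling system with diaphorase/resazurin was added; resorufin fluorescence (525/598 nm) was read after 20 min.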
# Sm TGR inh: inhibitors of Schistosoma mansoni thioredoxin glutathione reductase; Q962Y6; purified TGR, DTNB reduction, TNB absorbance 405 nm; Potency, µM (titrated, usually from 114 µM), without a hit: top-dose activity change, negative = inhibition, actives largely listed as inhibitors; hit rate 3% among 360,000; AID 485364; also: potency is read from the fitted curve at half-maximal effect; nearly all actives have a fitted effect of over 60% in size
#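 First, TGR (20 nM dispensed) and NADPH were mixed with compound. Second, a 15 min room-temperature incubation followed. Third, further NADPH and then DTNB were added to start the reaction. Finally, TNB absorbance was monitored kinetically.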
# HCMV antiviral: human cytomegalovirus inhibition; HFF cells, HCMV-luciferase reporter, 72 h; hits give low values; hit rate 4.5% among 410,000; activity change, negative = inhibition, % at 57.5 µM; in the data active = activity change below about -60%; inconclusive = no clear call, values can overlap the other calls; inactive = above about -39%
#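 HFF cells seeded 16 h at 37C, treated with compounds, infected with luciferase-reporter HCMV at MOI 1 PFU/cell; luciferase read at 72 h post infection, normalized to buffer-only and Salinomycin controls.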
# AmpC inh no detg: inhibitors of E. coli AmpC beta-lactamase without detergent; P00811; AmpC nitrocefin hydrolysis, absorbance 480 nm, 0.0001% Triton; Potency, µM (highest dose often 57.1 µM), for inactives: top-dose activity change, negative = inhibition, actives largely listed as inhibitors; hit rate 0.52% among 330,000; AID 485341;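 also: potency is read from the fitted curve at half-maximal effect; plate controls were no compound for no effect and no enzyme for full effect; nearly all actives have a fitted effect of over 20% in size; some results filed as inactive show a strong effect at the top dose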
#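 20 mM phosphate pH 7.0 + 0.01% (detergent screen) or 0.0001% Triton X-100; 5.3 nM AmpC reagent; cpd preinc 15 min RT; nitrocefin (800 uM stock) to start; A480 q20 s × 4 min; Activity was normalised to no-enzyme and no-compound control wells.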
# Starred values were filed as active, the others as inactive; ? = inconclusive; nt = no result given; & = joins results of further samples; [ ] = another dose, or the depositor's remark. Unless noted, calls follow the shape of the dose curve; as a rule, active = well fitted curve in the direction sought with a large enough effect; inconclusive = small, poorly fitted or top-dose-only effect, or another doubt; inactive = no such curve, though single readings can be large; an effect the other way counts as inactive or inconclusive. Unless noted, % is scaled to controls: 0 for no effect and ±100 for the full control effect.
SMILES,AmpC detergent,HCV inh,Giardia FBPA inh,Sm TGR inh,HCMV antiviral,AmpC inh no detg
C#CCN1C(=O)S/C(=C\c2ccc(-c3ccc(C(=O)O)cc3C)o2)C1=O,-14%,-3%,-11%,?,36,-28%
CC(=O)N1N=C(c2ccc(Br)cc2)OC1(C)CC(=O)Nc1ccccc1 (stereo not drawn),-9%,-3%,8%,0%,-9,46%
CCOc1ccc(NC(=O)NC(CC)Cn2nnc3ccccc3c2=O)cc1 (stereo not drawn),19%,nt,nt,5%,3,nt
O=C(CN1CCN(Cc2ccc3c(c2)OCO3)CC1)Nc1ccc2[nH]c(=O)[nH]c2c1,nt,1%,nt,nt,-12,-25%
O=[N+]([O-])c1cccc(-n2cc3ccc([N+](=O)[O-])cc3n2)c1,?,1%,nt,-9%,-17,-22%
COc1ccc(S(=O)(=O)/N=C2/NC(=O)/C(=C\c3cc(OC)c(OC)cc3[N+](=O)[O-])S2)cc1,-8%,-25%,11%,-8%,-25,-59%
COc1cc(OC)cc(-c2nc(SCC(=O)Nc3ccccc3F)n[nH]2)c1,-1%,?,nt,-16%,0,-10%
COc1ccccc1NC(=O)CSc1cn(CC(=O)N2CCCC2)c2ccccc12,-2%,nt,nt,-6%,1,nt
Cc1ccc2oc(-c3cccc(NC(=O)Cn4cnc5c(=O)n(C)c(=O)n(C)c54)c3)nc2c1,-6%,nt,1%,-16%,nt,-16%
O=C(NCCc1cccc(Cl)c1)c1cc2ccccc2oc1=O,-10%,17%,5%,-15%,nt,-12%
COc1cc(/C=N/N2CCOCC2)ccc1OC(=O)c1ccco1,5%,14%,-3%,-8%,-18,2%
COc1cc(C(CC(=O)Nc2ccc(F)cc2F)N2Cc3ccccc3C2=O)cc(OC)c1OC (stereo not drawn),0%,nt,nt,-2%,6,nt
CC1(C)CC(=O)C(C=NCCN2CCN(C3CC(=O)N(c4ccc(Cl)c(Cl)c4)C3=O)CC2)=C(O)C1 (stereo not drawn),3%,4%,1%,25µM*,-5,206%[activator]
O=C(NC(=S)Nc1ccc(CN2CCOCC2)cc1)c1cccc([N+](=O)[O-])c1,-13%,15%,4%,89µM*,-8,-1%
COc1cc2cc(CN(Cc3cccs3)C(=S)Nc3cccc(C)c3)c(=O)[nH]c2cc1OC,?,-1%,-2%,10%,nt,-22%
Cc1c(CC(=O)O)c(=O)oc2cc3occ(-c4ccccc4)c3cc12,2%,8%,6%,8%,-24,-12%
CCOc1ccc(C(=O)NCC2CCCN2S(=O)(=O)c2cccs2)cc1 (stereo not drawn),-7%,-13%,nt,1%,-25,-1%
C[C@]12CCC3C(CC[C@H]4C[C@@H](O)CC[C@]34C)C1CC[C@@H]2N (stereo partly drawn),nt,-7%,nt,nt,0,-10%
Cc1cccc(N2CCN(S(=O)(=O)c3c(C(=O)N4CCCCC4)c(C)n(C)c3C)CC2)c1C,0%,4%,nt,-2%,-39,225%[activator]
COc1ccc(-c2nc(CNC(=O)Nc3ccccc3)c(C)o2)c(OC)c1,?,nt,nt,?,10,nt
Cc1ccc(NC(=O)C(Cc2ccccc2)NS(=O)(=O)c2cccs2)cc1Cl (stereo not drawn),4%,nt,nt,1%,10,nt
NC(=O)COC(=O)CCCSc1nc2ccccc2s1,7%,10%,3%,7%,-37,-3%
Clc1ccc(OCCCc2nc(-c3ccncc3)no2)c(Cl)c1,3%,-27%,2%,6%,0,43%
CCn1c(SCC(=O)Nc2ccc(S(N)(=O)=O)cc2)nnc1-c1ccccc1OC,-5%,15%,2%,-2%,7,-24%
COc1ccc(OC)c2c1sc(=NC(=O)c1cccc(N3C(=O)CCC3=O)c1)n2C,?,8%,3%,-2%,-36,40µM*
# The results go on.
SMILES,AmpC detergent,HCV inh,Giardia FBPA inh,Sm TGR inh,HCMV antiviral,AmpC inh no detg
CSCC[C@H](NC(=O)OC(C)(C)C)C(=O)N/N=C/c1cccc2nccnc12,-14%,-1%,-12%,17%,46,11%
CCc1cc(C(=O)O)c(NC(=O)/C=C/c2ccc(OC)cc2)s1,-2%,6%,-3%,-9%,19,73%[activator]
Cc1ccccc1COC(=O)CCC1=NS(=O)(=O)c2ccccc2N1,2%,?,nt,-5%,-6,-22%
Clc1ccc(OCCCN2CCCC2)cc1Cl,-3%,?,-17%,8%,10,-27%
COC(=O)CN(c1nc(C)c(Br)c(OC)n1)S(=O)(=O)c1ccccc1,-17%,?,12%,10%,11,4%
O=C(NNC(=O)C12CC3CC(CC(C3)C1)C2)c1ccccn1,-3%,?,18µM*,-2%,-107*,-2%
c1ccn2c(SCc3ccc4c(c3)OCO4)nnc2c1,?,10%,-8%,-3%,65,-11%
O=C(CN(c1ccccn1)S(=O)(=O)c1ccc(F)cc1)Nc1ccccc1,-3%,18%,9%,2%,-22,-14%
Oc1cc2c(cc1CN1CCN(c3ccccc3F)CC1)OCO2,-14%,17%,0%,1µM*,18,-38%
CC(NC(=O)c1ccco1)C(c1cccs1)N1CCN(c2ccccc2)CC1 (stereo not drawn),?,-17%,7%,-3%,-30,15%
CCc1ccc(/C=C2\Oc3cc(OC(=O)N4CCOCC4)ccc3C2=O)cc1,?,18%,-10%,10%,30,-15%
CCN(CC)CCCNC(=O)COc1ccc2oc3c(c2c1)CCCC3,2%,-25%,-9%,-6%,-19,19%
COc1ccccc1-c1n[nH]c(=S)n1Cc1ccco1,1%,nt,-20%,40µM*,nt,-28%
CN(C)S(=O)(=O)N1CCN(C(=O)c2ccc3c(c2)OCO3)CC1,10%,0%,11%,6%,?,123%[activator]
COc1ccc(NC(=O)c2cc3c(=O)n(Cc4cccnc4)ccc3nc2C)cc1OC,0%,nt,nt,9%,?,nt
N/C(=N\O)c1ccc(Cl)cc1Cl,-6%,10%,4%,-6%,-21,-10%
C=CCn1c(SCc2ccc(C(=O)NCCO)cc2)nc2ccccc2c1=O,-7%,-15%,-8%,-28%,-35,145%[activator]
CCOC(=O)c1sc(N2N=C(C)/C(=C\c3ccc(OCC(=O)OC)cc3)C2=O)nc1C,-11%,36%[activator],?,0%,-37,4%
Cc1ccc(NC(=O)COc2ccc(Br)cc2C)cc1,-1%,1%,1%,8%,-39,-22%
C#CCOCCOCCOCCNc1nc(N2CCN(C(=O)Cn3cc(CCCCN)nn3)CC2)nc(N2CCN(C(=O)[C@H](C(C)C)n3cc(CCO)nn3)CC2)n1,-18%,10%,-9%,-2%,-8,292%[activator]
Cc1ccc(N2CCN(Cc3nnc(-c4ccccc4F)o3)CC2)c(C)c1,-1%,nt,nt,?,1,nt
CC(=O)Nc1ccc(S(=O)(=O)N2CCN(C(=O)c3ccco3)CC2)cc1,-3%,-2%,4%,-18%,47,-13%
CCc1ccccc1N1C(=O)N(Cc2ccc(C#N)cc2)c2ccccc2S1(=O)=O,-10%,nt,nt,-4%,-9,nt
COc1ccc(C(=O)CN2CCN(c3ccc(Cl)cc3)CC2)cc1OC,0%,-17%,?,35µM*,?,50%
Cc1cc(OCCOCCN(C)C)ccc1Cl,-1%,14%,-15%,0%,-25,-2%
# Next compounds.
SMILES,AmpC detergent,HCV inh,Giardia FBPA inh,Sm TGR inh,HCMV antiviral,AmpC inh no detg
Cc1ccc(S(=O)(=O)N2CCN(c3ccnc4cc(Cl)ccc34)CC2)cc1,7%,?,0%,3%,-61*,30%
CCc1ccc(N2CC(c3nnc(NC(=O)c4ccco4)s3)CC2=O)cc1 (stereo not drawn),17%,nt,nt,-7%,3,nt
Cc1ccc2c(c1)N(CC(=O)NCCCN1CCCCC1)C(=O)c1cccnc1O2,-8%&8%,7%,-12%,-12%&7%,21&0,-17%
CCc1ccc(NC(=O)NNC(=O)c2cc3ccccc3cc2O)cc1,5%,3%,8%,6%,0,-53%
COc1ccc(C(=O)NCC(c2ccc3c(c2)OCO3)N2CCN(c3ccccc3F)CC2)cc1 (stereo not drawn),8%,nt,nt,2%,-6,nt
C=C(C)Cn1c(=S)[nH]c2ccccc2c1=O,-2%,18%,-9%,-27%,-37,nt
COC(=O)c1[nH]c2ccccc2c1NC(=O)CCN1CCSCC1,?,-4%,0%,2%,12,-8%
COc1cc(/C=N/O)cc(Br)c1OS(=O)(=O)c1ccc(C)cc1,2%,-29%,-30%,13%,-76*,-1%
CC(C)CN(C(=O)COC(=O)c1cncc(Br)c1)c1c(N)n(Cc2ccccc2)c(=O)[nH]c1=O,-3%,1%,18%,12%,94,22%
CC1CC(C)(C)NC(=S)N1CCC(=O)Nc1ccc2c(c1)OCCO2 (stereo not drawn),2%,?,-6%,1%,53,-30%
CCOC(=O)C1CCCN(c2cc(=O)n(-c3ccccc3Cl)c(=O)[nH]2)C1 (stereo not drawn),-10%,26%,3%,-28%,6,5%
COc1ccc(N2CC(C(=O)N[C@H](C(=O)NC(C)c3ccccc3)C(C)C)CC2=O)cc1 (stereo partly drawn),7%,-1%,nt,8%,12,20%
O=[N+]([O-])c1cnc[nH]1,4%,7%,nt,3%,-23,0%

# 11 structures out of the list, arranged by count of non-hydrogen atoms, rising:
SMILES,AmpC detergent,HCV inh,Giardia FBPA inh,Sm TGR inh,HCMV antiviral,AmpC inh no detg
O=[N+]([O-])c1cnc[nH]1,4%,7%,nt,3%,-23,0%
C=C(C)Cn1c(=S)[nH]c2ccccc2c1=O,-2%,18%,-9%,-27%,-37,nt
Cc1cc(OCCOCCN(C)C)ccc1Cl,-1%,14%,-15%,0%,-25,-2%
COc1cc(/C=N/O)cc(Br)c1OS(=O)(=O)c1ccc(C)cc1,2%,-29%,-30%,13%,-76*,-1%
COC(=O)c1[nH]c2ccccc2c1NC(=O)CCN1CCSCC1,?,-4%,0%,2%,12,-8%
CC1CC(C)(C)NC(=S)N1CCC(=O)Nc1ccc2c(c1)OCCO2 (stereo not drawn),2%,?,-6%,1%,53,-30%
CCOC(=O)C1CCCN(c2cc(=O)n(-c3ccccc3Cl)c(=O)[nH]2)C1 (stereo not drawn),-10%,26%,3%,-28%,6,5%
Cc1ccc(S(=O)(=O)N2CCN(c3ccnc4cc(Cl)ccc34)CC2)cc1,7%,?,0%,3%,-61*,30%
Cc1ccc2c(c1)N(CC(=O)NCCCN1CCCCC1)C(=O)c1cccnc1O2,-8%&8%,7%,-12%,-12%&7%,21&0,-17%
CC(C)CN(C(=O)COC(=O)c1cncc(Br)c1)c1c(N)n(Cc2ccccc2)c(=O)[nH]c1=O,-3%,1%,18%,12%,94,22%
COc1ccc(C(=O)NCC(c2ccc3c(c2)OCO3)N2CCN(c3ccccc3F)CC2)cc1 (stereo not drawn),8%,nt,nt,2%,-6,nt

# Screening results from PubChem.
